CCR6 antagonist: blocks CCL20-driven beta-arrestin recruitment at human CCR6. CHO-K1 CCR6 PathHunter beta-arrestin, luminescence, CCL20-stimulated. AID 493098. P51684. inhibition, % at 20 µM. actives 0.49% (n = 340,000);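 active = compounds whose inhibition of the agonist-driven luminescence signal at 20 µM reaches about 50%, limit read from the data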;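 also: cells stimulated with CCL20 at 14 nM final; plate controls were DMSO with CCL20 for no effect and DMSO without agonist for full effect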
APJ agonist: APJ receptor agonism; activation, % at 20 µM; P35414; actives 0.11% (n = 330,000); AID 2520; CHO-K1 APJ PathHunter beta-arrestin, luminescence; 0% DMSO wells, 100% apelin;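 active = activation more than six SD over the plate average, tested at 20 µM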;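 also: 0% = DMSO alone and 100% = apelin-13 at 10 nM; some results filed as inactive read as strong as hits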
Target sequence (P35414 whole entry, looked up): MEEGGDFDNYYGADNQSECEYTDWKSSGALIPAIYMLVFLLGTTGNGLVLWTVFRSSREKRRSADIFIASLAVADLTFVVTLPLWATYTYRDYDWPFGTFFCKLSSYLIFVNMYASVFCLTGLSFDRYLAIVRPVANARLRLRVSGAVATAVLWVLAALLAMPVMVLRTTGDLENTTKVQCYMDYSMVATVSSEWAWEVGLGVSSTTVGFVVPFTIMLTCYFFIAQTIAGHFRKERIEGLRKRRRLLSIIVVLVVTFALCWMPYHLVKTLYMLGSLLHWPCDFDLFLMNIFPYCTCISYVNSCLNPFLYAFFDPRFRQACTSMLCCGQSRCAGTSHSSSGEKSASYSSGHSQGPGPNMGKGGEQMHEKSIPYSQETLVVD
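assay system = CHO-K1 APJ beta-arrestin complementation cell line | input = cell density 1000 per well | dosing = compound 20 µM once, DMSO 1% | timing = compound 90 min 25 °C, reagent 1 h | measured by = luminescence from split beta-galactosidase complementation, Galacton Star/Emerald II substrate | read-out basis = APJ agonist activity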
UPR XBP1 act: adaptive UPR (XBP1) activation; activation, % at 20 µM; actives 0.33% (n = 330,000); CHO-XBP1 luciferase reporter, IRE1-XBP1 UPR activation, luminescence; percent of tunicamycin response, DMSO as zero;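 active = versus positive control, 20 µM dose yields 30% or more activation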;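 also: 100% = tunicamycin at 10 µg/mL and 0% = DMSO only wells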
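Test system: CHO-XBP1 luciferase reporter cells | Buffer or medium: Serum-containing F12 medium, 10% FBS | Schedule: 6 h compound exposure at 37 °C, 5% CO2 | Detection: Steady-Glo luciferase glow luminescence, 10 min after reagent addition | Read-out basis: Activation, % of tunicamycin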
CXCR6 inh: CXCR6 (human) receptor inhibition. O00574. CHO-K1 PathHunter CXCR6 beta-arrestin, luminescence. inhibition, % at 20 µM. actives 0.36% (n = 360,000); in the data active = inhibition above about 34%, passing the limit was not always enough;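 also: antagonist mode with CXCL16 agonist at 10 nM final; 0% = 10 nM CXCL16 with DMSO and 100% = unstimulated wells without agonist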
Target sequence (O00574 whole entry, looked up): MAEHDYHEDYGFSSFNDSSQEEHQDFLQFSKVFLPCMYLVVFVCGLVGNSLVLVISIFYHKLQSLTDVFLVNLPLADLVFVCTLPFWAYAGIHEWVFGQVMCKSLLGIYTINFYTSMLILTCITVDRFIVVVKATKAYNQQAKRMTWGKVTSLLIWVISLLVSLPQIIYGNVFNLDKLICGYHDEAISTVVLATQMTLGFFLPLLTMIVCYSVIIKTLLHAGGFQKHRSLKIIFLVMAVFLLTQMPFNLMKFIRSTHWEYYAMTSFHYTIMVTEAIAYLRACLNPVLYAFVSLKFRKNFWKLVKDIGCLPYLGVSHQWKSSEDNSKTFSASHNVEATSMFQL
CHOP UPR activ: activators of apoptotic arm of unfolded protein response (CHOP); actives 0.34% (n = 330,000); activation, % at 10 µM; AID 449763; CHO-CHOP luciferase reporter, UPR activation, luminescence; percent of tunicamycin response over DMSO baseline;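 active = at 10 µM dose, activation of 40% or more, normalized to positive control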;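 also: 100% = tunicamycin at 10 µg/mL and 0% = DMSO alone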
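System: CHO-CHOP luciferase reporter cell line | Buffer or medium: F12 medium containing 10% fetal bovine serum | Doses: One dose, 10 µM in 0.5% DMSO | Times: 6 h compound exposure at 37 °C after overnight seeding | Signal: Luciferase luminescence | Read-out: % activation vs tunicamycin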
APJ antag: blocks the human apelin receptor APJ. actives 0.32% (n = 330,000). inhibition, % at 20 µM. P35414. CHO-K1 APJ beta-arrestin complementation, luminescence;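 active = inhibition above about 40% at 20 µM, limit read from the data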;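 also: cells challenged with 10 nM apelin-13 agonist together with compound; plate controls were apelin-13 plus DMSO wells for no effect and DMSO wells lacking apelin-13 for full effect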
tim23-1 inh: growth inhibitors of tim23-1 mutant yeast | AID 463212 | inhibition, % at 20 µM | actives 1.3% (n = 330,000) | S. cerevisiae tim23-1 growth, BacTiter-Glo luminescence, 24 h;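 active = growth inhibition of the mutant yeast at or above 50%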;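 also: temperature-sensitive mutant grown at 25 °C; plate controls were DMSO-treated mutant yeast for no effect and medium wells lacking yeast for full effect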
EBI2 block: EBI2 (human) antagonism; EBI2 beta-arrestin recruitment, luminescence, 7a,25-OHC stimulated; inhibition, % at 5 µM; actives 0.81% (n = 360,000); in the data active = inhibition above about 38%;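 also: enzyme fragment complementation signal reports receptor beta-arrestin coupling in cells; 0% = agonist plus DMSO wells and 100% = wells without agonist; some results beyond the cut were filed as inactive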
Mdm2 MdmX PPI: inhibitors of human Mdm2/MdmX interaction | O15151+Q00987 | SaOS-2 split-luciferase Mdm2/MdmX complementation, luminescence | inhibition, % at 8 µM | actives 3% (n = 330,000) | AID 485346;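 active = inhibition of at least 50% at 8 µM in the primary screen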
* marks the source's active call; other numbers are inactive results; . = not tested or not shown.

Below each SMILES – CCR6 antagonist	APJ agonist	UPR XBP1 act	CXCR6 inh	CHOP UPR activ	APJ antag	tim23-1 inh	EBI2 block	Mdm2 MdmX PPI
CCn1c2ccccc2c2cc(NC(=S)N3CCOCC3)ccc21
→ 2.1	-1.4	-1.3	-10.6	2.8	1.5	51.8*	3.2	43.4
OCCNC(=S)NC1CCCCC1
→ 2.5	-6.6	-0.7	-7.2	0.4	-8.0	1.6	-3.1	7.4
CCCSc1oc(-c2ccco2)nc1S(=O)(=O)c1ccccc1
→ 15.8	-5.8	-1.3	3.9	-0.8	9.8	32.8	-7.4	18.8
COCCN(C(=O)COC(=O)COc1ccc(Cl)c(C)c1)c1c(N)n(Cc2ccccc2)c(=O)[nH]c1=O
→ -0.1	2.2	-6.6	3.5	0.1	14.1	8.5	-0.5	2.3
Cc1ccc[n+](C(C)C(=O)Nc2ccc([N+](=O)[O-])cc2C)c1 (stereo unspecified)
→ -6.3	-3.1	-2.3	2.0	5.0	-2.9	-1.4	4.0	-1.6
COc1ccc(C(=O)N(Cc2ccc(N(C)C)cc2)C2CCS(=O)(=O)C2)cc1 (stereo unspecified)
→ -10.2	6.9	-2.6	2.1	-0.6	10.0	18.2	-2.8	17.3
CC1(C)c2[nH]c3ccccc3c2C[C@@H]2C(=O)N(c3cc(F)ccc3F)C(=O)N21
→ 6.7	0.9	-2.1	-0.1	0.7	-67.1	-12.1	11.5	0.9
NC(=S)NN=C(Cc1ccccc1)Cc1ccccc1
→ 20.6	-3.6	6.3	12.9	0.0	18.2	49.1	4.2	18.4
CC(OC(=O)CNC(=O)C12CC3CC(CC(C3)C1)C2)C(=O)Nc1ncc(Cl)cc1Cl (stereo unspecified)
→ -17.9	-4.6	1.8	-3.8	-1.5	-9.9	40.2	-8.0	1.0
Fc1ccccc1-c1csc(-c2cccnc2)n1
→ 17.1	-1.6	1.1	-10.2	4.7	-23.0	16.3	3.7	-13.6
COCCN1C(=O)C(=O)/C(=C(/O)c2ccc(S(=O)(=O)N3CCCCC3)cc2)C1c1ccc(OC)c(OC)c1 (stereo unspecified)
→ -4.5	-5.1	-4.8	0.5	1.3	-1.9	-10.0	-11.7	16.3
COc1ccc(C(=O)NC(=S)Nc2cccnc2)cc1[N+](=O)[O-]
→ 40.3	-2.4	-0.9	20.1	-0.2	7.5	15.0	5.6	2.9
Cn1c(N/N=C/c2cccs2)cc(=O)n(C)c1=O
→ -1.4	-2.0	-3.4	-7.3	-2.0	-1.1	-4.2	-3.2	30.0
CCOc1ccc(C(F)(F)F)cc1NC(=O)COc1ccc(C(F)(F)F)cc1[N+](=O)[O-]
→ 21.9	-2.5	-0.4	0.0	0.0	20.0	-5.7	-5.7	-4.9
O=C(Nc1ccccc1)c1cc([N+](=O)[O-])ccc1NCc1cccnc1
→ 15.0	-2.7	-1.1	9.3	1.5	1.6	18.6	8.9	27.2
CCC(=O)Nc1c2c(nn1-c1ccccc1C)CSC2
→ 0.7	-1.6	-0.3	2.6	0.9	-3.6	-1.7	-6.8	-4.6
Cc1cc(C)n(Cc2ccc(F)cc2)c(=O)c1C#N
→ -1.6	-0.7	2.5	-0.7	1.3	-1.4	-21.7	-6.2	14.5
O=S(=O)(Nc1ccc(-n2cnnn2)cc1)c1cccc(Cl)c1
→ -3.2	1.4	-0.6	-17.6	0.5	12.5	-11.3	-12.5	5.9
COc1ccc(C(CNC(=O)c2cc3ccccc3cc2OC)N2CCCC2)cc1 (stereo unspecified)
→ 10.7	-4.6	-0.7	1.9	0.0	1.4	11.7	18.0	4.5
COc1ccc(CCNC(=O)C2CCN(S(=O)(=O)c3ccc(OC)cc3)CC2)cc1
→ 3.7	0.5	-1.8	-13.4	1.6	12.8	22.2	12.3	-4.0

(next part)
Below each SMILES – CCR6 antagonist	APJ agonist	UPR XBP1 act	CXCR6 inh	CHOP UPR activ	APJ antag	tim23-1 inh	EBI2 block	Mdm2 MdmX PPI
CNC(=O)CCCN1C(=O)c2ccccc2Sc2ncccc21
→ 0.6	0.2	-2.0	5.6	3.2	7.3	-2.1	3.6	-17.2
Cc1cc(Nc2ccc3c(c2)OCCO3)n2ncnc2n1
→ -12.7	-2.5	-0.6	-4.8	-2.6	-6.0	30.4	-11.2	-7.6
CCCn1c(NCc2cccc(OC)c2OC)nc2ccccc21
→ 19.1	-4.1	-0.3	14.7	0.8	9.9	9.5	0.0	-2.7
COc1ccc(Cc2nnc(N/N=C/c3ccc(O)cc3)[nH]c2=O)cc1OC
→ -18.3	0.6	-0.8	-10.7	-0.9	0.3	15.9	1.0	65.8*
Cc1nc2cc(C(=O)O)ccc2n1-c1ccc(F)cc1F
→ 5.5	2.3	-2.4	-3.4	-3.5	1.1	3.0	6.7	8.7
CCC(=O)N1CCc2cc(Br)cc(S(=O)(=O)CC(=O)OC)c21
→ -12.5	-2.6	-2.3	-13.3	2.7	-10.7	2.8	-4.9	6.4
Cc1ccc(S(=O)(=O)NCCc2c[nH]c3ccccc23)cc1
→ 14.3	-3.5	-1.3	-1.8	-1.4	15.5	37.0	4.1	18.7
O=C1OC2(O)C3C4C=CC(C4)C3C(=O)N2c2ccccc21 (stereo unspecified)
→ 1.8	-1.0	-0.9	5.1	0.7	-20.4	7.8	-7.5	4.5
CCCCOCCCNC(=O)c1c(-c2ccccc2)noc1C
→ -1.9	-3.5	-1.0	7.5	1.0	11.2	17.7	11.6	-3.5
O=c1[nH]c2ccccc2n1CCCN1CCN(C(c2ccccc2)c2ccccc2)CC1
→ .	3.7	-8.9	.	0.3	4.0	25.1	.	32.3
COc1ccc(-c2cc(C(=O)NCCCN3CCOCC3)c3cc(C(C)C)ccc3n2)cc1
→ 13.8	6.0	-3.6	1.1	2.3	-9.2	27.6	1.9	24.3
Cc1ccc(-c2csc(N(CCO)CCCn3c(C(F)(F)F)nc4ccccc43)n2)cc1
→ 12.4	-1.8	-1.9	-8.5	-1.5	5.7	-5.3	-3.1	22.6
Cc1cccc(NS(=O)(=O)c2cccc(C(=O)NCC(C)(C)N3CCOCC3)c2)c1
→ 6.0	-5.7	-2.9	-20.5	2.4	-31.1	5.6	-4.7	-11.8
COC(=O)c1nc2nc(C)cc(C(F)(F)F)n2n1
→ 2.9	0.9	1.9	-6.6	1.6	-3.8	7.3	-13.6	3.7
Cc1ccccc1NC(=O)c1cn2c(nc3ccccc32)c(C#N)c1C
→ 5.4	-1.5	0.0	-8.2	0.1	4.4	5.7	-5.4	9.6
COc1ccc(C)cc1NS(=O)(=O)c1ccc(NC(=O)CN(c2cc([N+](=O)[O-])ccc2C)S(C)(=O)=O)cc1
→ 10.7	3.7	0.8	3.4	6.3	-17.4	8.0	14.9	70.3*
Cc1ccsc1/C=N/NC(=O)c1ccc2c(c1)OCCO2
→ 9.7	-0.2	-7.6	0.5	-4.3	10.5	56.2*	-4.0	-66.5
CCC(C)(C)C(=O)Nc1cc([N+](=O)[O-])ccc1F
→ -14.8	-2.9	-1.0	-10.3	-0.5	-2.0	12.8	10.6	6.8
Cc1cc(N2CCOCC2)nc2ccc(NC(=S)NCc3ccc4c(c3)OCO4)cc12
→ -2.6	2.7	-2.7	-4.5	0.1	2.6	4.9	2.6	-10.5
Oc1c(C=Nc2cccc3nsnc23)ccc2ccccc12
→ -18.2	0.9	-3.8	.	3.6	-28.1	-23.3	.	32.4

The list continues.
Below each SMILES – CCR6 antagonist	APJ agonist	UPR XBP1 act	CXCR6 inh	CHOP UPR activ	APJ antag	tim23-1 inh	EBI2 block	Mdm2 MdmX PPI
O=C(c1ccc2ccccc2c1)C1CCCN(C(=O)c2noc3c2CCCC3)C1 (stereo unspecified)
→ 2.9	-7.2	-2.2	4.1	1.3	-1.0	18.3	6.1	16.7
CCOC(=O)c1cccc(NC(=O)COc2nsnc2N2CCOCC2)c1
→ 16.1	1.8	3.2	-9.5	-1.0	8.6	28.3	6.1	15.4
COc1ccc(C)cc1NC(=O)C(=O)c1cn(CC(=O)N2CCCC2)c2ccccc12
→ 18.2	-7.0	-5.6	9.8	2.9	13.6	17.3	4.0	13.7
C[C@H](O)Cc1cc2ccccc2c(=O)o1
→ -2.0	-1.9	-2.0	-0.5	2.0	-0.4	-3.6	-5.0	23.8
Cc1ccc(NC(=O)C(NC2CCCc3ccccc32)c2ccccc2)c([N+](=O)[O-])c1 (stereo unspecified)
→ 15.7	-2.9	1.5	9.6	4.4	19.1	24.3	18.4	12.3
COc1cc(C(C)=O)ccc1OCC(=O)Nc1cc(Cl)ccc1-n1cncn1
→ -1.9	-3.7	-2.7	-14.5	0.0	19.2	16.3	1.1	29.3
N#Cc1cc(NC(=O)c2ccc(F)cc2)c(=O)n2c1[nH]c1ccccc12
→ .	-4.2	-2.0	.	-1.2	13.2	12.8	.	38.1
Cc1c(C(=O)N(Cc2cccc(Br)c2)C2CCS(=O)(=O)C2)oc2ccc(F)cc12 (stereo unspecified)
→ 16.0	10.8	-6.2	11.3	2.6	-6.0	22.2	0.9	28.4
CN(CC(=O)Nc1cccc(F)c1)CC(=O)Nc1cccc(S(=O)(=O)N2CCCCC2)c1
→ 9.1	-2.3	-3.2	-8.3	-0.1	1.7	-7.1	2.8	7.5
[O-]C1=N/[N+](=C/c2ccccc2Cl)CC1
→ 7.6	-2.5	0.3	6.2	0.5	8.5	-6.2	-12.0	28.4
O=C(/C=C/c1ccc2c(c1)OCO2)N1CCCCC1
→ 8.3	-2.2	-0.4	-3.6	4.3	11.6	10.4	21.1	-31.7
CCOc1ccc(C(=O)OCCCN(C)C)cc1
→ -4.6	-2.2	0.5	-3.9	-1.4	0.5	0.4	-7.0	4.5

An excerpt of these results, bar-delimited.
smiles | CCR6 antagonist | APJ agonist | UPR XBP1 act | CXCR6 inh | CHOP UPR activ | APJ antag | tim23-1 inh | EBI2 block | Mdm2 MdmX PPI
COc1ccc(C(=O)NC(=S)Nc2cccnc2)cc1[N+](=O)[O-] | 40.3 | -2.4 | -0.9 | 20.1 | -0.2 | 7.5 | 15.0 | 5.6 | 2.9
Cn1c(N/N=C/c2cccs2)cc(=O)n(C)c1=O | -1.4 | -2.0 | -3.4 | -7.3 | -2.0 | -1.1 | -4.2 | -3.2 | 30.0

Only part of the results is shown; the hit share may differ from the screen's.
